XBP1 UPR activ – adaptive UPR (XBP1) activation | AID 463104 | CHO-XBP1 luciferase reporter, IRE1-XBP1 UPR activation, luminescence; percent of tunicamycin response, DMSO as zero | actives 0.33% (n = 330,000) | activation, % at 20 µM;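 active = versus positive control, 20 µM dose yields 30% or more activation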;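 also: 100% = tunicamycin at 10 µg/mL and 0% = DMSO only wells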
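incubation = overnight seeding at 37 °C, 6 h compound treatment at 37 °C | assay system = CHO-XBP1 cells stably carrying IRE1-XBP1-driven luciferase reporter | input = 1000 cells per well | detection = luciferase luminescence | dosing = single point, 20 µM final compound, 1% DMSO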
Mdm2-MdmX inh – human Mdm2/MdmX binding inhibition; O15151+Q00987; SaOS-2 split-luciferase Mdm2/MdmX complementation, luminescence; inhibition, % at 8 µM; actives 3% (n = 330,000);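 active = inhibition of at least 50% at 8 µM in the primary screen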
APJ antagonist – blocks the human apelin receptor APJ; P35414; CHO-K1 APJ beta-arrestin complementation, luminescence; inhibition, % at 20 µM; actives 0.32% (n = 330,000);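 active = inhibition above about 40% at 20 µM, limit read from the data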;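 also: cells challenged with 10 nM apelin-13 agonist together with compound; plate controls were apelin-13 plus DMSO wells for no effect and DMSO wells lacking apelin-13 for full effect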
Target sequence (P35414 whole entry, looked up): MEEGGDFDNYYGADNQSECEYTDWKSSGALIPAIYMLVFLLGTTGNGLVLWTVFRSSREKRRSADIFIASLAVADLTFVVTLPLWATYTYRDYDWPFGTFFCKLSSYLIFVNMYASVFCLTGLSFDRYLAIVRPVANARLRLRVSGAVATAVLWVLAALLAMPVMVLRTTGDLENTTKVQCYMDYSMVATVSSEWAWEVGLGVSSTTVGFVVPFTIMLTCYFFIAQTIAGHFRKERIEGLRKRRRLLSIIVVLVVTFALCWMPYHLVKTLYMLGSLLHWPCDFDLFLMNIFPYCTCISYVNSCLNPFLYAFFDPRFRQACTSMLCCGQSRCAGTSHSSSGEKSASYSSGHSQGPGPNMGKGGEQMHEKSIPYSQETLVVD
APJ ag – APJ receptor agonism. P35414. CHO-K1 APJ PathHunter beta-arrestin, luminescence; 0% DMSO wells, 100% apelin. activation, % at 20 µM. actives 0.11% (n = 330,000). AID 2520;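 active = activation more than six SD over the plate average, tested at 20 µM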;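 also: 0% = DMSO alone and 100% = apelin-13 at 10 nM; some results filed as inactive read as strong as hits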
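Material: engineered CHO-K1 APJ arrestin reporter cells; amount: 1000 CHO-K1 reporter cells seeded per well; incubation: compound stimulation 90 min at 25 °C, detection 60 min; signal: luminescent beta-gal fragment complementation, chemiluminescent substrate; read-out basis: APJ agonist activity; controls: DMSO-only wells as negative, 10 nM Apelin-13 as positive control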
CXCR6 block – inhibitors of human CXCR6 receptor. O00574. CHO-K1 PathHunter CXCR6 beta-arrestin, luminescence. inhibition, % at 20 µM. actives 0.36% (n = 360,000); in the data active = inhibition above about 34%, passing the limit was not always enough;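 also: antagonist mode with CXCL16 agonist at 10 nM final; 0% = 10 nM CXCL16 with DMSO and 100% = unstimulated wells without agonist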
Target sequence (O00574 whole entry, looked up): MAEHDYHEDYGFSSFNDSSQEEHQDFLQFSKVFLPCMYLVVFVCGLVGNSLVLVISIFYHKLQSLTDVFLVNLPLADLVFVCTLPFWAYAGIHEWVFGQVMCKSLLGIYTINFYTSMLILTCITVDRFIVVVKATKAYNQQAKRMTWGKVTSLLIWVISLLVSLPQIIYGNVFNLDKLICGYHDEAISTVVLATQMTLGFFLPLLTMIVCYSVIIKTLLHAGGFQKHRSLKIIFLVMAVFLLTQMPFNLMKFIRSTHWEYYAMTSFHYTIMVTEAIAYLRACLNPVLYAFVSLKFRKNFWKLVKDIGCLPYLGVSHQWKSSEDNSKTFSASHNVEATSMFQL
UPR CHOP act – activators of apoptotic arm of unfolded protein response (CHOP) | actives 0.34% (n = 330,000) | CHO-CHOP luciferase reporter, UPR activation, luminescence; percent of tunicamycin response over DMSO baseline | AID 449763 | activation, % at 10 µM;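 active = at 10 µM dose, activation of 40% or more, normalized to positive control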;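 also: 100% = tunicamycin at 10 µg/mL and 0% = DMSO alone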
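Test system: CHO CHOP reporter cells. Input: 500 CHO-CHOP cells per well. Medium: F12 with 10% FBS. Technique: luciferase luminescence. Measure: percent activation relative to tunicamycin control. Dosing: 10 µM compound, 0.5% DMSO. Timing: 16-18 h cell attachment, then 6 h compound exposure, 37 °C.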
EBI2 antag – EBI2 (human) antagonism. EBI2 beta-arrestin recruitment, luminescence, 7a,25-OHC stimulated. inhibition, % at 5 µM. actives 0.81% (n = 360,000); in the data active = inhibition above about 38%;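 also: enzyme fragment complementation signal reports receptor beta-arrestin coupling in cells; 0% = agonist plus DMSO wells and 100% = wells without agonist; some results beyond the cut were filed as inactive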
Target sequence (P32249 whole entry, looked up, the tested form may be a part): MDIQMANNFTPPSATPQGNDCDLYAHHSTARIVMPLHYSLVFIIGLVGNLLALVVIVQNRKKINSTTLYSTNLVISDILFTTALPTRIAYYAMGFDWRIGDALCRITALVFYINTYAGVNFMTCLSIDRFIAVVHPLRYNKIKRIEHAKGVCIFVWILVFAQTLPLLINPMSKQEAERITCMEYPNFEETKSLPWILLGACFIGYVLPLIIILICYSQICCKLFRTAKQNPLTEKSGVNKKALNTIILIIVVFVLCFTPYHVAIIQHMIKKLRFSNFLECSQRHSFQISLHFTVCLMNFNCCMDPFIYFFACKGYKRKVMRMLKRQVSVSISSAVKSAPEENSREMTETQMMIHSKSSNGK
CCR6 antagonist – antagonists of human CCR6 receptor. P51684. AID 493098. inhibition, % at 20 µM. CHO-K1 CCR6 PathHunter beta-arrestin, luminescence, CCL20-stimulated. actives 0.49% (n = 340,000);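 active = compounds whose inhibition of the agonist-driven luminescence signal at 20 µM reaches about 50%, limit read from the data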;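 also: cells stimulated with CCL20 at 14 nM final; plate controls were DMSO with CCL20 for no effect and DMSO without agonist for full effect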
tim23-1 inh – tim23-1 yeast growth inhibition; S. cerevisiae tim23-1 growth, BacTiter-Glo luminescence, 24 h; inhibition, % at 20 µM; actives 1.3% (n = 330,000); AID 463212;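 active = growth inhibition of the mutant yeast at or above 50%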;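 also: temperature-sensitive mutant grown at 25 °C; plate controls were DMSO-treated mutant yeast for no effect and medium wells lacking yeast for full effect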
The depositor's hits bear a star; / = no result given. Not all compounds are listed; count on the stated rates, not on these rows.

SMILES | XBP1 UPR activ | Mdm2-MdmX inh | APJ antagonist | APJ ag | CXCR6 block | UPR CHOP act | EBI2 antag | CCR6 antagonist | tim23-1 inh
COc1ccc(S(=O)(=O)N(C)c2ccc(C(=O)Nc3c(C)n(C)n(-c4ccccc4)c3=O)cc2)cc1 | -6 | 7 | -7 | -2 | 2 | 1.2 | -6 | -8 | 13
COc1ccc(C(=O)NCCc2cn3ccccc3n2)cc1 | -1 | -38 | -9 | 1 | -6 | 1.3 | -14 | 7 | 2
Cc1ccc(OCC(=O)N[C@@H](C)c2nnc3ccccn23)cc1C | -9 | 18 | -3 | 1 | -2 | -0.3 | 5 | 2 | -13
COc1c(C(=O)Nc2c(C)n(C)n(-c3ccccc3)c2=O)ccc2ccccc12 | 0 | 0 | 18 | -2 | -3 | 1.4 | 2 | 18 | 12
CCOc1ccc(NC(=S)NC(=O)c2cccnc2)c([N+](=O)[O-])c1 | -1 | 0 | 21 | 2 | 7 | 0.7 | -16 | 30 | -10
COc1cccc(NC(=O)CN(C)C(=O)Cc2n[nH]c(=O)c3ccccc23)c1 | -3 | 14 | 10 | -3 | 8 | 1.9 | 1 | 8 | 13
NC1=NC(=O)/C(=C\c2cccnc2)S1 | 5 | 39 | -4 | -2 | 3 | -1.3 | -5 | -3 | 8
Cc1cc(C)c(NC(=O)CSCc2nc3sc(C)c(C)c3c(=O)[nH]2)c(Cl)c1 | -2 | -24 | -52 | -4 | -1 | -0.1 | -3 | 17 | 6
C/C(CC1(O)C(=O)Nc2ccccc21)=N\O (stereo unspecified) | -4 | 7 | -15 | -2 | -1 | -2.3 | 6 | 2 | 6
Cc1cccc(NC(=O)c2cccc(S(=O)(=O)N3CCCC3)c2)n1 | 2 | -9 | 4 | -4 | -7 | 0.3 | 0 | 6 | 10
CCc1ccc(C(=O)/C=C2\Sc3ccccc3NC2=O)cc1 | 2 | 4 | -7 | -3 | 24 | 3.8 | 31 | 49 | -1
O=C(Nc1ccc(Cl)cc1F)C1CCN(S(=O)(=O)c2cccc3nonc23)CC1 | -4 | 1 | -42 | 0 | 0 | 0.5 | 1 | 4 | -3
Nc1nc(SCC(=O)N2CCN(S(=O)(=O)c3ccc(Cl)cc3)CC2)n[nH]1 | -3 | -9 | 4 | -3 | 0 | -1.3 | -6 | 14 | -6
Cc1cccc(C)c1NC(=O)c1ccc(N2CCCC2=O)cc1 | -1 | 34 | -9 | -1 | 7 | -1.6 | -1 | 4 | 11
Cc1ccc(C(=O)N/C(=C\c2ccco2)C(=O)NCCCN2CCOCC2)cc1C | -7 | -31 | 5 | 0 | -1 | 0.3 | -9 | 16 | 11
CC(NC(=O)C1CC1)C(c1cccs1)N1CCOCC1 (stereo unspecified) | 0 | 11 | 7 | -1 | -7 | -0.7 | 3 | 0 | -4
O=C(NCc1cccs1)C(=O)NCC1OCCCN1S(=O)(=O)c1cccs1 (stereo unspecified) | -1 | 12 | 3 | -2 | 0 | -3.0 | 10 | -5 | 5
CCn1cc(CNC(=O)/C=C/c2ccc([N+](=O)[O-])cc2)c(C)n1 | -2 | 28 | 5 | -4 | -7 | 12 | -2 | -4 | 16
O=C(c1cnc(Cl)c(Cl)c1)N1CCN(S(=O)(=O)c2ccc3ccccc3c2)CC1 | -2 | 7 | -1 | 1 | 4 | 1.1 | 12 | -12 | 30
C=CCn1c(SCC(=O)c2cccs2)nc2sc(CC)cc2c1=O | 3 | 29 | 9 | 1 | -14 | 2.0 | 13 | 14 | 11
Cn1c(-c2ccc(Cl)cc2)cnc1N | 0 | -3 | 1 | -1 | 16 | -2.4 | 20 | 15 | 2
CC(=O)Nc1ccc(NC(=O)C(C)Sc2nc3ccccc3c(=O)n2CC2CCCO2)cc1 (stereo unspecified) | -1 | 18 | -46 | 3 | 6 | 2.6 | 6 | 15 | 13
O=C(CCn1c(=O)sc2ccccc21)NCc1ccccc1 | 1 | -6 | 5 | 2 | -2 | -0.2 | -3 | 6 | 8
COc1ccccc1NC(=O)Cc1nnc(SCC(=O)Nc2nccs2)n1C | 3 | -8 | -9 | 3 | 2 | 2.4 | -14 | 3 | 4
O=C(c1cccc(Br)c1)c1cn(-c2ccccc2)nc1C(=O)c1ccccc1 | 1 | 20 | 4 | -4 | -3 | 3.3 | 8 | 18 | 18

Entries of single compounds as entered above. Order of values: XBP1 UPR activ	Mdm2-MdmX inh	APJ antagonist	APJ ag	CXCR6 block	UPR CHOP act	EBI2 antag	CCR6 antagonist	tim23-1 inh
Listed for C=CCn1c(SCC(=O)c2cccs2)nc2sc(CC)cc2c1=O → 3	29	9	1	-14	2.0	13	14	11
Listed for NC1=NC(=O)/C(=C\c2cccnc2)S1 → 5	39	-4	-2	3	-1.3	-5	-3	8
Listed for Nc1nc(SCC(=O)N2CCN(S(=O)(=O)c3ccc(Cl)cc3)CC2)n[nH]1 → -3	-9	4	-3	0	-1.3	-6	14	-6

Carrying on:
SMILES | XBP1 UPR activ | Mdm2-MdmX inh | APJ antagonist | APJ ag | CXCR6 block | UPR CHOP act | EBI2 antag | CCR6 antagonist | tim23-1 inh
COc1cc(NC(=O)c2ccc(COc3ccccc3Br)o2)cc(OC)c1OC | -4 | 42 | 21 | 5 | 3 | -1.3 | -15 | 4 | 28
Cc1occc1-c1nnc(SCC(=O)c2cc3ccccc3oc2=O)o1 | 3 | 11 | 3 | -2 | -3 | -0.6 | 1 | 5 | 8
CCOC(=O)C1CCN(C(=O)/C=C/c2ccccc2)CC1 | 2 | -13 | -3 | -5 | 7 | 3.1 | 65* | 22 | 2
CCc1ccc(C(=O)NNc2ccc(S(N)(=O)=O)cc2)cc1 | -2 | 7 | 19 | -5 | -3 | 1.4 | 17 | 3 | 7
Cc1sc2ccccc2[n+]1CC(=O)c1ccccc1 | 2 | -13 | 23 | -1 | -1 | 2.3 | 1 | 5 | -12
O=C(/C=C/Nc1ccc(F)cc1)c1ccc(Br)cc1 | 2 | -201 | 11 | -3 | 4 | 4.3 | 12 | -1 | 6
CCOC(=O)Cc1cn(C(=O)OC(C)(C)C)c2ccccc12 | -4 | 28 | -5 | -2 | 0 | -1.8 | -12 | 17 | 18
Cc1noc(C)c1C(=O)OC(C)C(=O)N1CCc2ccccc21 (stereo unspecified) | -1 | 25 | 9 | -2 | -1 | 0.8 | 8 | 0 | 17
CC(=O)Nc1ccc(NC(=O)CSc2ccccn2)cc1 | -2 | 13 | 15 | -2 | -5 | 0.1 | -4 | 5 | -3
Cc1ccc(S(=O)(=O)NCCC(=O)NNC(=O)COc2ccc(Br)cc2)cc1C | -2 | 17 | 0 | 1 | 2 | 0.1 | 63* | 13 | -1
COc1cccc(CNc2ccc(S(=O)(=O)N3CCN(C)CC3)cn2)c1 | -4 | -4 | 5 | -5 | 1 | 2.1 | 14 | -7 | 6
O=c1ccccn1Cc1ccccc1F | -1 | 5 | 27 | -2 | 0 | 0.1 | -6 | -4 | -5
CC(NC(=O)c1cccc(C(F)(F)F)c1)C(c1ccccc1)N1CCOCC1 (stereo unspecified) | -4 | 8 | 11 | -3 | 11 | 0.8 | 9 | 3 | 7
Cc1c(-c2ncn[nH]2)sc(C#N)c1-c1ccccc1 | 3 | -2 | -2 | -2 | -2 | 0.9 | 7 | 13 | 20
O=C(Nc1cccc(NC(=O)c2ccc([N+](=O)[O-])o2)c1)c1ccco1 | -5 | 20 | -50 | 5 | -7 | 7.5 | -1 | 2 | 11
COC(=O)c1nnn(CC(=O)Nc2cccc(Cl)c2)c1C(=O)OC | 2 | 19 | -2 | -2 | 1 | -1.7 | 2 | 0 | 9
CC1(C)Cc2cccc(OCC(=O)OCC(=O)Nc3cccc(S(N)(=O)=O)c3)c2O1 | -4 | 4 | 1 | -3 | 9 | -1.1 | -4 | 6 | 7
CCOC(=O)c1nn(-c2cccc(Cl)c2)c(C)c1C(C)=O | 2 | -6 | -6 | 7 | 0 | 0.4 | -16 | 10 | 13
C/C(=N/NC(=O)C1COc2ccccc2O1)c1ccco1 (stereo unspecified) | -1 | 11 | 12 | 0 | 3 | 2.1 | -18 | 16 | 14
COc1cc(C(=S)N2CCOCC2)cc(OC)c1OC(=O)c1ccccc1[N+](=O)[O-] | -1 | 4 | -10 | 0 | -5 | -0.7 | 18 | 0 | 22
CN(Cc1ccccc1)c1ncnc2sccc12 | -1 | 8 | 4 | 0 | -1 | 2.4 | 5 | 8 | 12
CNn1cnc2ccsc2c1=O | -2 | 22 | 3 | -1 | 0 | 1.1 | 0 | 3 | 3
O=C(Cn1cnc2ccccc2c1=O)NCCC(=O)Nc1ccc2c(c1)OCO2 | -1 | 19 | -14 | 0 | -5 | -1.1 | 0 | -9 | 2
Cc1ccc(N(CCC#N)C(=O)COC(=O)c2cc(C)no2)cc1 | -3 | 22 | 19 | -7 | -4 | 0.1 | -7 | -1 | -17
Cc1cccc(N2CCN(C(=O)CCC(=O)N3CC(C)Oc4ccc(C)cc43)CC2C)c1 (stereo unspecified) | -1 | -7 | 8 | 0 | 6 | -1.6 | 15 | 11 | 11

New compounds follow
SMILES | XBP1 UPR activ | Mdm2-MdmX inh | APJ antagonist | APJ ag | CXCR6 block | UPR CHOP act | EBI2 antag | CCR6 antagonist | tim23-1 inh
Cc1ccc(Cc2cnc(NC(=O)C3=NCCN3)s2)cc1 | -2 | 18 | 12 | -2 | / | -0.3 | / | / | -9
Cc1cc(=O)[nH]c(SCC(=O)NCCC2=CCCCC2)n1 | -5 | -14 | -34 | -1 | 2 | -1.2 | -5 | -13 | 22
Cc1cc(S(=O)(=O)n2cnc3cc([N+](=O)[O-])ccc32)ccc1Cl | 1 | -16 | -1 | -2 | -1 | 0.2 | -5 | 0 | -2
CNC(=S)NNC(=O)c1ccc2c(c1)OCO2 | -1 | -11 | 5 | -1 | -3 | -0.9 | 0 | -2 | 2
Cc1ccc(NC(=O)CSCC(=O)OCc2cc(=O)oc3cc(O)ccc23)c(C)c1 | -2 | 6 | 13 | -1 | -5 | -1.9 | 4 | -1 | 19
Cc1cc2c(cc1S(=O)(=O)N1CCN(c3ccccc3)CC1)OCCN2C | -1 | 8 | -16 | 8 | 3 | 0.3 | 5 | -8 | 29
COCCN(C)Cc1nc(C(c2ccccc2)c2ccccc2)no1 | -3 | -8 | 9 | 3 | -2 | 0.7 | -2 | 9 | 13
O=C1Nc2ccc(S(=O)(=O)N3CCCCCC3)c3cccc1c23 | 1 | 35 | 4 | 2 | -5 | -2.0 | 13 | 13 | 19
NC(=O)c1ccc(NC(=O)c2ccccc2S(=O)(=O)c2ccccc2[N+](=O)[O-])cc1 | 4 | -18 | -29 | 1 | -7 | -1.1 | -7 | 4 | 6
O=C(c1ccccc1)c1cccs1 | 2 | 8 | 0 | 0 | -9 | -0.7 | -7 | -1 | 6
CCOC(=O)c1c(/N=C/N(C)C)sc2c1CCC2 | 0 | 25 | -2 | -3 | 28 | -1.1 | 0 | 11 | 11
CC(C)c1nnc(N2C(=O)c3oc4ccccc4c(=O)c3C2c2ccco2)s1 (stereo unspecified) | 1 | -36 | 6 | 4 | -6 | 0.3 | 6 | -2 | 15

Screens deposited in PubChem BioAssay by Sanford-Burnham Center for Chemical Genomics.
